High-throughput results from PubChem.
CHT block – inhibitors of human choline transporter CHT | 310,000 compounds, 0.86% hits | AID 488975, 2010 | B-score at 10 µM | CHT-expressing cells, membrane potential dye, choline response; active compounds read low;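 active means B-score over 3 SD under the library average, and starting fluorescence ratio not unusually high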;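 further: choline stimulus applied at its EC90 after an EC20 pre-addition; B-score computed on integrated fluorescence ratio after choline addition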
Target sequence (Q9GZV3 whole entry, looked up): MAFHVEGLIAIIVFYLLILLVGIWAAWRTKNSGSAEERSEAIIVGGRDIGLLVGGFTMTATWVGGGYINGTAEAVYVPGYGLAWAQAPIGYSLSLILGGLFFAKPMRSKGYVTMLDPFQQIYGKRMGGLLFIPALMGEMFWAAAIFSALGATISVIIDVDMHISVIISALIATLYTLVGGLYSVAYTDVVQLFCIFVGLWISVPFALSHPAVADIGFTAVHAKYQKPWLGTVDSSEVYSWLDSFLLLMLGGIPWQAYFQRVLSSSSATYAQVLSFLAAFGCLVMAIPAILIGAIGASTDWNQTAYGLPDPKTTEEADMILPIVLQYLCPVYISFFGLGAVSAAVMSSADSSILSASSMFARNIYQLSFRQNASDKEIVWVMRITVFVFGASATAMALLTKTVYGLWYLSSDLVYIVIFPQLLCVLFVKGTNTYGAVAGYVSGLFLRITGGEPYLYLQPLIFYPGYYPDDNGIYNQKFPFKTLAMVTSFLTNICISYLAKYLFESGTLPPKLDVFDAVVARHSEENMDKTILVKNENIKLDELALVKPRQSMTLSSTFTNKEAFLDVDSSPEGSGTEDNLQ
CHT PAM – CHT positive allosteric modulators, primary screen, cell-based, membrane potential dye, choline EC20. High affinity choline transporter 1 (Homo sapiens), Q9GZV3. CHT-expressing cells; active compounds read high; LV-AA mutant CHT in HEK293 cells. B-score at 10 µM. 310,000 compounds, 0.49% hits. AID 488977, 2010;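 active means initial fluorescence not abnormally high and integrated response B-score, plate-corrected, over 3 SD above library mean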
Starred values were filed as active, the others as inactive; i = inactive.

Results follow in this order: CHT PAM	CHT block
> O=C1/C(=C2/NCCN2C2CC(=O)N(c3ccccc3)C2=O)CC/C1=C\c1ccccc1 (stereo not given)
  i	i
> COc1ccccc1OCc1ccc(C(=O)NCCN(C)C)o1
  i	i
> CCc1ccc(NC2=NC(C(=O)c3ccccc3)CC(=O)N2)cc1 (stereo not given)
  i	i
> COCCn1c(SCC(=O)Nc2cc(C)on2)nnc1-c1ccccc1
  i	i
> CCN(CC)CCCN=Cc1c(O)n(-c2c(C)cccc2C)c(=O)c2ccccc12
  i	i
> CS(=O)(=O)N(CC(=O)Nc1ccc2c(c1)OCO2)c1ccc(Cl)cc1
  i	i
> O=C1Nc2ccc(Br)cc2/C1=N/N=C/C1=C(N2CCOCC2)C(=C\c2ccccc2)/CC1
  i	i
> CCC(CO)NCC(O)COCc1ccc2c(c1)OCO2 (stereo not given)
  i	i
> Cc1ccc(S(=O)(=O)NCC(=O)N(CC(=O)NCc2ccc(F)cc2)CC2CCCO2)cc1 (stereo not given)
  i	i
> O=C(OCCOc1cccc(Cl)c1)c1cc(S(=O)(=O)N2CCOCC2)ccc1F
  i	i
> COc1ccc(/C=N/NC(=O)C2(C)NC(C)(C)Cc3ccccc32)cc1 (stereo not given)
  i	i
> CCCC(=O)Nc1cccc(-c2nc3cc(C)c(C)cc3o2)c1
  i	i
> COC(=O)c1ccc(Cn2nnc3ccccc3c2=O)o1
  i	i
> O=c1nc(-c2ccccc2)cn[nH]1
  i	i
> CSc1ccccc1C(=O)Nc1ccccc1C(=O)NC(C)C
  i	i
> COC(=O)c1ccc2c(=O)n(Cc3ccco3)c(SCC(=O)Nc3ccc(C)c(Cl)c3)nc2c1
  i	i
> CCCCc1ccc(S(=O)(=O)NC2CCS(=O)(=O)C2)cc1 (stereo not given)
  i	i
> Cc1nn(C(=O)CCCn2cc([N+](=O)[O-])cn2)c(C)c1Cl
  i	i
> COc1cccc(C(=O)NCCS(=O)(=O)NCCc2ccccc2)c1
  i	i
> O=C(COc1ccc(S(=O)(=O)N2CCCC2)cc1Cl)NCc1ccco1
  i	i
> Cc1ccc(-n2nc(C(N)=O)nc2-c2ccccc2)cc1
  i	i
> O=C(CCCCCNC(=O)N1CCn2c1nc1ccccc12)NCc1ccc(Cl)cc1
  i	i
> CCCCc1cc(-c2n[nH]c(=S)o2)c2ccccc2n1
  i	-8.36*
> CCN1CCN(CCCNC(=O)c2ccc3c(c2)N(Cc2ccc(C)cc2)CCS3)CC1
  i	i
> O=S(=O)(Nc1c(O)ccc2ccccc12)c1ccc(F)cc1
  i	i
> CCOC(=O)C1=C(COC(=O)/C=C/c2cccc(OC)c2)NC(=O)NC1C (stereo not given)
  i	i
> O=C1C2C3C=CC(C3)C2C(=O)N1CCc1ccccc1 (stereo not given)
  i	i
> COc1ccc(C(=O)CSc2n[nH]c(N)n2)cc1
  i	i
> CCCn1cnc2c(N)c(C)c(C)cc21
  i	i
> CCc1ccc(N2CC(C(=O)Nc3ccccc3F)CC2=O)cc1 (stereo not given)
  i	i
> COc1ccc(OCc2nnc(SCC(=O)Nc3ccccc3C#N)o2)cc1
  i	i
> Cc1ccc(S(=O)(=O)NC(=NCc2ccccc2)c2ccc(F)cc2)cc1
  i	i
> COc1ccc2nc(/N=C/c3cccc(OC)c3O)sc2c1
  i	i
> CC(C)Nc1nc(NC(C)C)nc(Oc2ccc(OCc3ccccc3)nn2)n1
  i	i
> COC(=O)CC/C(O)=C1\C(=O)CC(C)(C)CC1=NCc1nc2ccccc2[nH]1
  i	i
> Cc1ccc2c(CN3CCN(CCO)CC3)cc(=O)oc2c1
  i	i
> CCC(CC)=NNC(=O)c1ccccc1OCc1ccc(F)cc1
  i	i
> CN(C)CCNC(=O)c1cccc(S(=O)(=O)Nc2ccccc2F)c1
  i	i
> O=C(COC(=O)c1cc2c(s1)CCCC2)NCc1ccccc1Cl
  i	i
> Cc1ccc(-c2ccc(S(=O)(=O)NCC3CCCO3)cc2)cc1 (stereo not given)
  i	i

Profiles, looked up by structure. Order of values: CHT PAM, CHT block
CC(C)Nc1nc(NC(C)C)nc(Oc2ccc(OCc3ccccc3)nn2)n1 in the list: i, i
Cc1ccc(-c2ccc(S(=O)(=O)NCC3CCCO3)cc2)cc1 (stereo not given) in the list: i, i

(listing goes on)
Results follow in this order: CHT PAM	CHT block
> CN(C)/C=C/C(=O)c1cnc2n(c1=O)CCS2
  i	i
> O=C(O)/C=C/c1ccc(OCc2cccc(F)c2)cc1
  i	i
> CC(=O)NCCc1nc2ccccc2n1CCOc1ccc(C)cc1
  i	i
> CC(Oc1ccc2c(-c3ccccc3)cc(=O)oc2c1)C(=O)NCC(O)c1ccccc1 (stereo not given)
  i	i
> Cc1nn(Cc2ccc([N+](=O)[O-])cc2)c(=O)n1-c1ccccc1
  i	i
> Cc1ccn2c(=O)nc(SCC(=O)N3CCN(c4ccccc4)CC3)nc2c1
  i	i
> Cc1c(NC(=O)c2c(N)sc3c2CCCC3)c(=O)n(-c2ccccc2)n1C
  i	i
> N#Cc1c(/N=C/c2ccc(-c3ccccc3C(=O)O)o2)sc2c1CCCC2
  i	i
> O=C(NC1CCCCC1)C1CCCN1S(=O)(=O)c1ccc(F)cc1 (stereo not given)
  i	i
> CCOc1ccc(NC(=O)C2CCN(S(=O)(=O)CC)CC2)cc1
  i	i

Records listed so far that bear a hit mark in CHT block:
Compound	CHT block
CCCCc1cc(-c2n[nH]c(=S)o2)c2ccccc2n1	-8.36*

Next section
Results follow in this order: CHT PAM	CHT block
> OCCCNC(=S)Nc1ccc2nc(-c3ccccn3)c(-c3ccccn3)nc2c1
  i	i
> O=C(C1CCC1)N1CCN(Cc2ccccc2)CC1
  i	i
> Cc1cc(Cl)c2oc(C(=O)N3CCN(c4ccncc4)CC3)c(C)c2c1
  i	i
> O=C(Nc1ccccc1N1CCCCC1)c1ccc(Cl)cc1
  i	i
> Cn1nc(C(=O)Nc2ccc(Cl)cc2)cc1C(=O)Nc1ccc(Cl)cc1
  i	i
> O=C(c1cc(S(=O)(=O)N2CCOCC2)ccc1F)N1CCN(Cc2ccccc2)CC1
  i	i
> CCOC(=O)c1ccc(Oc2cn[nH]c2-c2ccc(O)cc2O)cc1
  i	i
> CCS(=O)(=O)c1ccc2oc(Nc3ccc(OC)c(OC)c3)nc2c1
  i	i
> Cc1ccc(C2C3=C(CC(C)(C)CC3=O)NC3=C2C(=O)c2ccccc23)cc1 (stereo not given)
  i	i
> Cc1onc(-c2ccccc2Cl)c1C(=O)Nc1cccnc1
  i	i

A draw from above in order of length of the SMILES, ascending:
Results follow in this order: CHT PAM	CHT block
> O=C(Nc1ccccc1N1CCCCC1)c1ccc(Cl)cc1
  i	i
> OCCCNC(=S)Nc1ccc2nc(-c3ccccn3)c(-c3ccccn3)nc2c1
  i	i
> O=C(c1cc(S(=O)(=O)N2CCOCC2)ccc1F)N1CCN(Cc2ccccc2)CC1
  i	i

Next part
Results follow in this order: CHT PAM	CHT block
> CCOC(=O)N/N=C1\CC(C)CC(C)(C)C1 (stereo not given)
  i	i
> COc1ccccc1-c1nnc(SCC(=O)NCc2ccco2)n1N
  i	i
> O=C(Nc1ccc(Br)cc1)N1CCc2ccccc2C1
  i	i
> CCOC(=O)c1ccc(NC(=S)NCCc2ccc(F)cc2)cc1
  i	i
> CCCCOC(=O)CSc1nc2ccccc2o1
  i	i
> O=C(/C=C/c1ccc(S(=O)(=O)N2CCOCC2)cc1)NCc1ccccc1
  i	i
> CCN(CC)C(=O)CSc1nnc(-c2ccccn2)n1-c1ccccc1OC
  i	i
> COc1ccc2c(c1)sc(=N)n2CC(=O)Nc1cc(C)cc(C)c1
  i	i
> COc1ccc(C(CNC(=O)COc2ccc(Cl)c(C)c2)N2CCCCC2)cc1 (stereo not given)
  i	i
> O=C(CCN1C(=O)c2ccccc2C1=O)N1CCN(Cc2ccc(Cl)cc2Cl)CC1
  i	i
> O=C(NCCc1ccccc1)/C(=C\c1ccc([N+](=O)[O-])cc1)NC(=O)c1ccc(Br)cc1
  i	i
> Cc1ccc(N2CC(C(=O)Nc3ccccc3N3CCCC3)CC2=O)cc1 (stereo not given)
  i	i
> CC(C)S(=O)(=O)C/C(N)=N/OC(=O)c1cc(Cl)cc(Cl)c1
  i	i
> CCSC1=C(C#N)C(c2ccc(C)o2)CC(=O)N1 (stereo not given)
  i	i
> Cc1ccc(SCCNC(=O)c2ccccc2F)cc1
  i	i
> N/C(=N\NC(=O)c1ccc(Cl)cc1)c1cnccn1
  i	i
> Cc1sc2ncnc(N3CCC(C(=O)N(CC(C)C)c4nc5ccccc5s4)CC3)c2c1C
  i	i
> COC(=O)c1c(NC(=O)COC(=O)c2ccc(Cl)nc2)sc(C)c1C
  i	i
> COc1ccc(CNC(=O)C(=O)NCC2CCCO2)cc1 (stereo not given)
  i	i
> O=C(Nc1nccs1)c1cc(N2CCOCC2)nc2ccccc12
  i	i
> Cc1csc(=Nc2ccccc2)n1CCCN1CCCC1=O
  i	i
> Oc1ccc2ccccc2c1C=NC1CCCCC1
  i	i
> O=C1c2cccc3cccc(c23)C(=O)N1CCN1CCN(C(=S)Nc2ccc(Cl)cc2)CC1
  i	i
> Cc1nc([N+](=O)[O-])c(Br)n1CC(=O)c1ccc2ccccc2c1
  i	i
> CC1CCN(S(=O)(=O)c2ccc(C(=O)N3CCOCC3)cc2)CC1
  i	i
> CN(Cc1ccccc1)C(=O)COC(=O)c1cc(Cl)nc(Cl)c1
  i	i
> C(=N/Nc1cc(N2CCOCC2)nc(N2CCOCC2)n1)/c1ccccc1
  i	i
> COc1ccc(NC(=O)[C@H](C)NC(=O)C2CCN(S(=O)(=O)c3ccc(C)cc3)CC2)cc1OC
  i	i
> COc1ccc(Cl)cc1NC(=O)CN(C)C(=O)CCCc1c[nH]c2ccccc12
  i	i
> Cc1cccc(S(=O)(=O)NNC(=O)c2sc(C)nc2C)c1
  i	i
> CCN1CCN(C(=O)c2ccccc2NC(=O)c2ccc(Cl)cc2)CC1
  i	i
> CC(C)Sc1nc(-c2ccccc2)cc(=O)[nH]1
  i	i
> CNC(=O)c1ccc(-c2ccc(Cl)c(Cl)c2)s1
  i	i
> CCc1cccc(NC(=O)c2ccc(NS(=O)(=O)c3c(C)noc3C)cc2)c1
  i	i
> COc1ccc(NC(=O)c2cc3sccc3n2Cc2ccc(F)cc2)cc1OC
  i	i
> CC(C)(C)NC(=O)NC(=O)COC(=O)CCCc1c[nH]c2ccccc12
  i	i
> Cc1nc(N)sc1C(=O)N/N=C/c1ccc([N+](=O)[O-])cc1
  i	i
> COc1cc(C(Nc2ccc(S(=O)(=O)NCC3CCCO3)cc2)C(=O)NC(C)(C)C)cc(OC)c1OC (stereo not given)
  i	i
> O=C(Cc1ccc(Br)cc1)Nc1cccc(-c2cn3c(n2)SCC3)c1
  i	i
> CN(C)c1ccc(/C=N/NC(=O)CCC(=O)NCc2ccccc2)cc1
  i	i
> COC(=O)c1ccc(NC(=O)CN2C(=O)CNC2=O)cc1
  i	i
> CCc1ccccc1NC(=O)Cn1nc(C(F)(F)F)c2c1CCC2
  i	i
> COCCCNC(=S)Nc1ccc2nc3n(c(=O)c2c1)CCCCC3
  i	i
> O=C(O)c1ccc(Cl)c(NC(=S)NC(=O)c2ccccc2[N+](=O)[O-])c1
  i	i
> COC(=O)c1ccc(OCCN2C3=NCCN3c3ccccc32)cc1
  i	i
> Cn1cc(S(=O)(=O)N2CCc3ccccc32)cc1C(=O)NC(C)(C)C
  i	i
> O=C1Nc2ccccc2C12OCCS2 (stereo not given)
  i	i
> OCCN1C2=NCCCN2c2ccccc21
  i	i
> CN(C)CCCN(C(=O)c1cc(-c2cccs2)nc2ccccc12)c1nc2ccc(F)cc2s1
  i	i
> O=C(N/N=C/C(Cl)=C/c1ccccc1)c1ccco1
  i	i

Next records.
Results follow in this order: CHT PAM	CHT block
> COc1ccc(CCNC(=O)c2ccc3c(c2)NC(=O)C(C(C)C)N3)cc1OC (stereo not given)
  i	i
> COCc1cc(OC)nc(-c2csc(C)n2)n1
  i	i
> CCCNC(=O)COC(=O)c1ccccc1C(=O)c1ccc(Cl)c([N+](=O)[O-])c1
  i	i
> COC(=O)c1cc2sccc2n1Cc1ccc(C)cc1
  i	i
> Cc1cc(NC(=O)CCC(=O)N(CCC(C)C)CC(=O)NCC2CCCO2)no1 (stereo not given)
  i	i
> CCc1nnc(N2C(=N)SCC2=O)s1
  i	i
> O=c1oc2ccccc2c(O)c1C=Nc1cccnc1
  i	i
> S=c1nc(Cc2ccc(Cl)cc2)[nH]c2ccccc12
  i	i
> Cc1cc(C)cc(C(=O)NCC(=O)OCc2cc([N+](=O)[O-])cc3c2OCOC3)c1
  i	i
> CCOC(=O)CCS(=O)(=O)c1nc(-c2ccccc2)cc(C(F)(F)F)n1
  i	i
> O=C(Nc1cc(Cl)c(Cl)cc1Cl)c1cccnc1
  i	i
> C[n+]1c(/C=C/c2ccc3c(c2)OCO3)ccc2ccccc21
  i	i
> O=C(NCc1ccco1)c1ccc(COc2ccccc2Cl)cc1
  i	i
> COc1ccc2[nH]c(C)c(CCNC(=S)Nc3ccc(C)cc3)c2c1
  i	i
> OCCN=C(c1ccccc1)C12CN3CN(CN(C3)C1)C2
  i	i
> Nc1nc(-c2cccnc2)nc(N2CCCCC2)n1
  i	i
> Cn1cc(C(=O)Nc2ccc(Cl)c(Cl)c2)cn1
  i	i
> Cc1ccc(NC(=O)Nc2c(C)n(C)n(-c3ccccc3)c2=O)cc1
  i	i
> CCOc1ccc2c(c1)c(N=Nc1cccc(C(=O)O)c1)c(O)n2C
  i	i
> O=C(CSc1nccc(=O)[nH]1)NC1CCCC1
  i	i
> O=C(c1cccnc1)N1CCN(Cc2ccc3c(c2)OCO3)CC1
  i	i
> COc1ccccc1C(=O)COC(=O)Cc1n[nH]c(=O)c2ccccc12
  i	i
> Cc1cccc(N2CCN(c3ccc(C(N)=O)cc3[N+](=O)[O-])CC2)c1C
  i	i
